ASAP1 inh = inhibitors of human ASAP1 ArfGAP activity | ASAP1-stimulated ARF1 GTP hydrolysis, GDP FP detection | AID 624377 | inhibition, % at 16.5 µM | 360,000 tested, 0.19% active; in the data active = inhibition above about 25%;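 note: 0% = vehicle with enzyme and substrate and 100% = no enzyme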
LEDGF integ inh = blocks HIV-1 LEDGF/p75-dependent DNA integration; TR-FRET IN-LEDGF/p75 DNA integration, Eu/Cy5; inhibition, % at 3.7 µM; 370,000 tested, 0.64% active;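 active = inhibition above the screen-wide mean plus 3 SD, cut at about 13% in these data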;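 note: signal is the Cy5 over europium emission ratio at 671 and 618 nm; 0% = plate median of compound wells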
KLK7 zymogen act = activates the human kallikrein-7 zymogen; P49862; purified proKLK7, EDANS-DABCYL substrate fluorescence; 100% is mature enzyme control, 0% vehicle; activation, % at 7 µM; 370,000 tested, 0.9% active; AID 652039;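 active = activation above the mean of all tested compounds plus 3 SD, computed per campaign excluding outliers beyond control limits, cut at about 13% in these data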
Tn6 DDE FP = inhibitors of Tn6 peptide binding to human fibrin DD(E); inhibition, % at 8.3 µM; Fibrin DD(E) TRITC-Tn6 fluorescence polarization displacement; 370,000 tested, 0.21% active; P02675;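 active = inhibition above a per-campaign cutoff: mean of compounds within control limits plus 3 SD, cut at about 15% in these data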;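 note: 0% = median of all compound wells on the plate and 100% = blocking peptide control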
DDE Tn7 FP inh = inhibitors of Tn7 peptide binding to human fibrin DD(E). P02675. FP displacement of FITC-Tn7 peptide from fibrin DD(E); 0% = median of compound wells per plate. inhibition, % at 8.3 µM. 370,000 tested, 0.13% active;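 active = inhibition above the mean of compounds falling within the control limits plus 3 SD of them, cut at about 14% in these data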;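 note: 0% = plate median of compound wells and 100% = 10 µM Aha-Tn7 peptide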
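Test system – human fibrin DD(E) · Times – 10 min preincubation, 3 h with tracer, room temperature · Detection – fluorescence polarization of the labelled Tn7 tracer · Measure – percent inhibition normalized to high-control wells · Benchmarks – high control wells with 10 µM unlabelled Aha-Tn7 peptide (full inhibition) · Repeats – singlicate testing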
PLCg1 inh = blocks human PLC-gamma1 enzyme activity; P19174; purified PLC-gamma1, fluorogenic substrate, fluorescence; inhibition, % at 12.2 µM; 370,000 tested, 0.84% active; in the data active = inhibition above about 9.5%
ADAM10 inh = ADAM10 inhibition, QFRET primary screen; O14672; recombinant ADAM10, EDANS/DABCYL FRET peptide cleavage, 3 h; inhibition, % at 7 µM; 370,000 tested, 0.62% active; AID 720582;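 active = inhibition above a per-campaign cutoff equal to the mean of compounds falling between control-based bounds plus 3 SD, cut at about 20% in these data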;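 note: 0% = DMSO wells while the 100% control is not disclosed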
TDP2 absorb = blocks human TDP2 phosphodiesterase activity; recombinant TDP2, T5PNP hydrolysis, p-nitrophenol absorbance 415 nm; inhibition, % at 12.8 µM; 370,000 tested, 0.34% active; AID 720702;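 active = inhibition above the mean of all tested compounds plus 3 SD, set per campaign, cut at about 25% in these data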;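 note: 0% = DMSO with enzyme and 100% = buffer with substrate but no TDP2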
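Test system: human TDP2 enzyme; Input: 120 nM TDP2 per well; Buffer or medium: Mg2+-containing Tris-HCl buffer, pH 7.5; Reagent: 5 mM T5PNP; Dosing: 12.8 µM single point, 1% DMSO; Incubation: reaction 2 h, 37 °C; Detection: p-Nitrophenol epi absorbance; Read-out: % inhibition relative to enzyme-containing and enzyme-free wells; Replicates: single well per compound.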
ADAM17 inh = ADAM17 inhibition, QFRET primary screen; P78536; recombinant ADAM17, EDANS/DABCYL FRET peptide cleavage; inhibition, % at 6.95 µM; 370,000 tested, 0.83% active; AID 720648;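 active = inhibition above the mean of compounds lying between control limits plus 3 SD, set per campaign, cut at about 8.5% in these data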;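 note: 0% = DMSO-only wells as the low control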
Target sequence (P78536 215-824 limits assumed): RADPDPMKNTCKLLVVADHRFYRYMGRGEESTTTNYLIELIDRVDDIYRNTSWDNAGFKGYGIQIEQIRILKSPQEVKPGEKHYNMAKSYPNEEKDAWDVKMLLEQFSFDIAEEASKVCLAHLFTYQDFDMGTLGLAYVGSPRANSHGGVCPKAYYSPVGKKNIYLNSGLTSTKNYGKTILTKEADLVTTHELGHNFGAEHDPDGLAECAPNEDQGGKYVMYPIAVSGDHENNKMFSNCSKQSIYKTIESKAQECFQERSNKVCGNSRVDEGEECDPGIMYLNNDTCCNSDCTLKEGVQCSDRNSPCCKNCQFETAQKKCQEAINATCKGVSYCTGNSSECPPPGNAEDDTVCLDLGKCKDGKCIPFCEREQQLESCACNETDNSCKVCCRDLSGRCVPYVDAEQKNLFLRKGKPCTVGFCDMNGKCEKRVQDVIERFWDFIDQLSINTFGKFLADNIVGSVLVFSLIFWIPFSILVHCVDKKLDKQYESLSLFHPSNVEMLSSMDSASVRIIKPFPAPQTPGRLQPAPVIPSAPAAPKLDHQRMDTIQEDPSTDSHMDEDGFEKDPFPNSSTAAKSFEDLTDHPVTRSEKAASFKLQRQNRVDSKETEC
ARFGAP1 inhibitor = rat ARFGAP1 inhibition; Q62848; Arfgap1-stimulated ARF1 GTP hydrolysis, GDP FP detection; inhibition, % at 16.5 µM; 360,000 tested, 0.26% active;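 active = inhibition above a per-plate limit, mean inhibition of low control wells plus 3 SD, cut at about 25% in these data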;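 note: 0% = DMSO wells with enzyme and 100% = wells lacking Arfgap1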
Target sequence (Q62848 1-136 limits assumed): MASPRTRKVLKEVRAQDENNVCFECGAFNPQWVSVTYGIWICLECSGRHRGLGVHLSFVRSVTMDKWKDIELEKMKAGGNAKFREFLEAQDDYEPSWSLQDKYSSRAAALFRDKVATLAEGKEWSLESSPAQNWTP
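material = rat Arfgap1 catalytic domain, aa 1-136 | also added = human ARF1(Δ1-17)-GTP substrate | compound dosing = one concentration, 16.5 µM, DMSO 1.26% | times = GTP hydrolysis reaction 2 h at 25 °C | measured by = FP, GDP Alexa 633 tracer displaced from anti-GDP antibody, 620/688 nm | evaluation = percent inhibition of Arfgap1-stimulated GTP hydrolysis | replication = single well per compound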
Active calls of the source: *; i = inactive; / = not tested or not shown.

compound,ASAP1 inh,LEDGF integ inh,KLK7 zymogen act,Tn6 DDE FP,DDE Tn7 FP inh,PLCg1 inh,ADAM10 inh,TDP2 absorb,ADAM17 inh,ARFGAP1 inhibitor
CC(=O)N/C(=C/c1ccc2c(c1)OCO2)C(=O)O,-14,-2,1.1,-5,5,-1,-3,-2,-6,3
NC(=O)C1CCN(C(c2ccccc2Cl)c2nnnn2CC2CCCO2)CC1 (configuration not stated),0,-1,0.3,1,0,1,6,-5,2,0
O=C(Nc1ccc(C(O)(C(F)(F)F)C(F)(F)F)cc1)c1ccc(Cl)c([N+](=O)[O-])c1,15,-2,0.2,0,-11,3,34*,-14,16*,6
CCOc1nc2ccccc2nc1NS(=O)(=O)c1ccc(Cl)cc1,4,-7,-0.3,-11,-1,-1,-2,-14,-6,4
COc1ccccc1/C=C/C(=O)NCC(=O)N/N=C(/C)c1ccc(Cl)cc1,4,0,0.1,7,-3,-7,-78,-3,-33,-9
COc1cc(NC(=O)CSc2nnc3ccc(-c4cccnc4)nn23)cc(OC)c1,15,0,-0.7,2,4,1,-6,11,3,5
CCOC(=O)CCCCC1C(CCCC(=O)OCC)C=NN1C (configuration not stated),9,3,-0.6,-4,-2,3,0,8,1,3
C=CCN(C(=O)c1ccc2c(c1)nnn2C)c1ccccc1,-1,5,0.2,-3,5,3,0,16,1,5
COc1cccc(-c2csc(N3CCN(C(=S)Nc4ccccc4C)CC3)n2)c1,8,-4,0.9,-2,-4,0,9,-9,4,0
O=[N+]([O-])c1ccc(C2CNC(c3ccccc3)O2)cc1 (configuration not stated),-1,2,0.0,-2,2,-2,-8,0,-6,2
C/C(=N\NC(=O)C1=NNC(=O)C1C)c1cccs1 (configuration not stated),-8,2,0.9,-3,2,-1,-8,5,-4,-6
Fc1ccccc1Cn1ccc2ccc(-c3ccc4ccn(Cc5ccccc5F)c4c3)cc21,/,-1,-4.4,-3,1,0,2,-2,-3,/
Cc1cc2c(NC(=O)CCCC(=O)O)cccc2nn1,6,1,-0.1,3,-8,-12,4,7,-3,-2
CCn1c(SCC(=O)N/N=C/c2ccc(C)o2)nnc1-c1ccc(C(C)(C)C)cc1,2,2,0.5,2,-1,-1,2,-5,6,-1
N#Cc1c(-c2ccc3c(c2)OCO3)ccn2nc(-c3cccc(C(F)(F)F)c3)nc12,1,0,-0.3,-1,1,-14,0,3,-3,13
CCOC1=C2[C@@H](CN(S(=O)(=O)c3ccc(C)cc3)[C@H]2c2ccccc2)[C@H]2C(=O)N(Cc3ccccc3)C(=O)[C@H]2C1,11,-1,0.7,-2,-5,-8,-3,-2,-1,6
COc1ccc(-c2cc3nc(C)cc(N4CCN(C(=O)c5ccoc5)CC4)n3n2)cc1,1,-4,0.1,-5,-6,-55,-46,5,-15,6
COc1cc(C(=O)NCCc2nc3ccccc3n2C)cc(OC)c1OC,-2,1,0.2,8,2,1,7,-2,2,-6
CN1C(=O)NC(c2cccc([N+](=O)[O-])c2)C2=C1CCCC2=O (configuration not stated),2,1,0.5,3,-1,0,7,15,-2,9
CC(C)(C)C(=O)C[n+]1cccc(C(N)=O)c1,-13,-5,-0.2,3,4,2,-8,-4,0,-3
CC(=O)c1cccc(N(CC(=O)Nc2ccc(S(=O)(=O)N3CCOCC3)cc2)S(C)(=O)=O)c1,-6,-1,0.7,-6,-6,2,0,14,0,3
CC(Sc1ncnc2sccc12)C(=O)Nc1ccc(S(N)(=O)=O)cc1 (configuration not stated),10,3,-0.1,6,-11,1,-9,-15,1,-3
O=C1C=CC(=O)N1CCCCCCCCCCN1C(=O)C=CC1=O,-9,4,-2.0,-2,-7,-7,-39,-13,-8,-19
O=C(Cn1cc([N+](=O)[O-])cn1)N1CCN(Cc2ccc3c(c2)OCO3)CC1,-14,-1,-0.6,1,-6,-3,-3,4,-3,-11
CSCCC(NC(=O)COc1ccccc1)C(=O)N(C)Cc1ccc(SC)cc1 (configuration not stated),0,-8,0.0,-1,2,0,-3,-6,-3,1
CN(/N=C/c1ccc(N(C)C)cc1)C1=NS(=O)(=O)c2ccccc21,-7,-3,0.6,2,2,-5,-5,-4,-2,2
CCOC(=O)c1cc2sc(C)cc2n1CC(=O)N1CCc2ccccc21,9,-2,-0.3,-6,-3,3,-2,7,-3,5
CCOC(=O)[C@]12CCC=C1N(Cc1ccc(Cl)cc1Cl)C(=O)[C@H](CC(=O)N1CCCC1)C2,-10,-1,0.6,-6,-4,1,-8,-3,-2,2
CCCCNC(=S)NNC(=O)c1ccncc1,0,-4,0.8,5,-2,1,2,10,-4,-5
O=C(NCSc1ccncn1)c1ccccc1,-12,3,-0.2,-1,-5,-3,-4,-4,-7,-1
O=C(Oc1cccc(C(=S)N2CCOCC2)c1)c1ccc([N+](=O)[O-])cc1[N+](=O)[O-],-10,1,0.0,2,5,6,9,14,2,2
Cc1c(C(=O)N2CCN(c3ccc([N+](=O)[O-])cc3)CC2)sc2ncn(CC(=O)N3CCOCC3)c(=O)c12,-1,0,1.1,-1,-7,4,13,-18,3,12
CC(=O)Oc1ccc(/C=N/NC(=O)c2ccc(N(C)S(=O)(=O)c3ccccc3)cc2)cc1,2,-3,0.8,1,-1,-8,0,2,-2,8
O=C(Nc1cccc(F)c1)c1coc(=O)c(Br)c1,0,2,-11,-4,3,-163,i,-3,-221,5
CCOc1ccccc1NC(=O)COC(=O)CSc1ccc(Cl)cc1,-8,0,-0.2,7,2,-2,-2,9,3,5
Fc1ccc(-c2nc3c4ccccc4ccn3c2Cc2cccc(F)c2)cc1,6,-3,-9.8,-5,-9,-17,-27,-1,-7,8
Cn1c(=O)[nH]c(=O)c2c1nc([N+](=O)[O-])n2Cc1ccccc1,0,1,0.4,5,6,3,-5,-3,-2,-5
Cn1c(=O)c(-c2ccccc2[N+](=O)[O-])c(Cl)c2ccccc21,15,1,0.3,0,-3,3,5,0,2,8
COC(=O)c1c(C)oc(C)c1S(=O)(=O)N(C)C1CCCCC1,-5,-1,0.3,-6,-4,3,11,-13,-3,8
Cc1ccc(C2N(c3cccc(Cl)c3)C(=O)N3CCCN23)cc1 (configuration not stated),1,-4,-0.4,9,-1,0,-3,-1,0,2
CCOC(=O)Nc1cc(N)ncn1,21,-4,-0.1,-8,0,1,-7,9,-8,-2
COc1cccc(C2N=C(c3ccccc3C)NO2)c1OC (configuration not stated),9,1,-0.6,2,-7,-9,-3,-1,-1,1
O=C(CSc1nnnn1C1CCCCC1)N1CCCC1,6,0,-0.6,6,2,1,5,-7,-1,6
O=C(COC(=O)c1cc(=O)[nH]c2ccccc12)NCc1ccccc1,-4,5,-44,-6,3,-129,-112,3,-35,6
Cc1ccc(S(=O)(=O)CCC(=O)OCC(=O)Nc2cc(S(=O)(=O)N3CCOCC3)ccc2C)cc1,7,-3,-0.5,-2,7,-1,-10,6,-6,10

By substructure: the compounds so far with a Cl atom
compound,ASAP1 inh,LEDGF integ inh,KLK7 zymogen act,Tn6 DDE FP,DDE Tn7 FP inh,PLCg1 inh,ADAM10 inh,TDP2 absorb,ADAM17 inh,ARFGAP1 inhibitor
NC(=O)C1CCN(C(c2ccccc2Cl)c2nnnn2CC2CCCO2)CC1 (configuration not stated),0,-1,0.3,1,0,1,6,-5,2,0
O=C(Nc1ccc(C(O)(C(F)(F)F)C(F)(F)F)cc1)c1ccc(Cl)c([N+](=O)[O-])c1,15,-2,0.2,0,-11,3,34*,-14,16*,6
CCOc1nc2ccccc2nc1NS(=O)(=O)c1ccc(Cl)cc1,4,-7,-0.3,-11,-1,-1,-2,-14,-6,4
COc1ccccc1/C=C/C(=O)NCC(=O)N/N=C(/C)c1ccc(Cl)cc1,4,0,0.1,7,-3,-7,-78,-3,-33,-9
CCOC(=O)[C@]12CCC=C1N(Cc1ccc(Cl)cc1Cl)C(=O)[C@H](CC(=O)N1CCCC1)C2,-10,-1,0.6,-6,-4,1,-8,-3,-2,2
CCOc1ccccc1NC(=O)COC(=O)CSc1ccc(Cl)cc1,-8,0,-0.2,7,2,-2,-2,9,3,5
Cn1c(=O)c(-c2ccccc2[N+](=O)[O-])c(Cl)c2ccccc21,15,1,0.3,0,-3,3,5,0,2,8
Cc1ccc(C2N(c3cccc(Cl)c3)C(=O)N3CCCN23)cc1 (configuration not stated),1,-4,-0.4,9,-1,0,-3,-1,0,2

Screens: PubChem BioAssay, The Scripps Research Institute Molecular Screening Center
